RGS12 GoLoco inh = qHTS Assay for Inhibitors of RGS12 GoLoco Motif Activity (Red Fluorophore); Guanine nucleotide-binding protein G(i) subunit alpha-1 (Homo sapiens), P63096; Gai1:RGS12 GoLoco peptide FP, rhodamine, 10 min; Potency, µM (highest dose often 61.6 µM), for inactives: at the highest dose activity, negative = inhibition, hits mostly inhibitors; 230,000 tested, 0.44% active; AID 880, 2007; active = well fitted inhibition curve with a large enough effect, not every such curve was filed as active; inactive = no such curve, though single readings can be large or run the other way; also: % is scaled to controls: 0 for no effect and ±100 for the full control effect; nearly all actives have a fitted effect of over 30% in size; many of its hits are not listed in these tables
Target sequence (P63096 whole entry, looked up): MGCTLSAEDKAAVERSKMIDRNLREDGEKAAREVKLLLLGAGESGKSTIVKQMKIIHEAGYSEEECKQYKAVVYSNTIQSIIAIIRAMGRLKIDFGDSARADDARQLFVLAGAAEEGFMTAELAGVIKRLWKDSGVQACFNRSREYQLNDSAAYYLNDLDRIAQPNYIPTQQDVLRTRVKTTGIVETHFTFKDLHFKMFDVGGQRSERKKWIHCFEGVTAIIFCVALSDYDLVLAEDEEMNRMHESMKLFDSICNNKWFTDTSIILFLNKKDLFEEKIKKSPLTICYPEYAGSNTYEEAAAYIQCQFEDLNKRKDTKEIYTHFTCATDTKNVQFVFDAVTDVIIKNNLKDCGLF
TexasRed fluor = Total Fluorescence Counterscreen for Inhibitors of the Interaction of Thyroid Hormone Receptor and Steroid Receptor Coregulator 2; TRb/SRC2 Texas Red total fluorescence interference; Potency, µM (titrated, usually from 106 µM), for the others: top-dose fluorescence change, negative = quenching; 280,000 tested, 0.29% active; AID 1479, 2009; active = well fitted curve in either direction with a large enough effect; inconclusive = small, poorly fitted or top-dose-only effect; also: % is scaled to controls: 0 for no effect and ±100 for the full control effect
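Flags fluorescent or light-absorbing compounds by total fluorescence, S + 2P, at 555 nm excitation and 632 nm emission. Mixture: 20 nM Texas Red SRC2 peptide, 0.6 uM human TRb LBD, 1 uM T3, 5% DMSO; compound exposure 5 h at ambient temperature.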
SMN2 splice enh = qHTS Assay for Enhancers of SMN2 Splice Variant Expression; AID 1458, 2008; HEK293 SMN2-luciferase splicing reporter, luminescence, 30-36 h; Potency, µM (titrated, usually from 46.1 µM), for inactives: at the top dose activity change, positive = activation, hits mostly activators; 210,000 tested, 2.8% active; also: % of control where 0% means no effect; nearly all actives have a fitted effect of over 55% in size
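HEK293 cells carry an SMN2 minigene-luciferase reporter in which exon 7 inclusion puts luciferase in frame. Cells were seeded at 2000 cells/well, attached for 10-12 hours, then exposed to compounds for 30-36 hours at 37C before ONE-Glo luminescence.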
ALDH1A1 block = qHTS Assay for Inhibitors of Aldehyde Dehydrogenase 1 (ALDH1A1). Purified ALDH1A1, NADH fluorescence, propionaldehyde substrate. 220,000 tested, 7.3% active. Aldehyde dehydrogenase 1A1 (Homo sapiens), P00352. AID 1030, 2008. Potency, µM (series often up to 75.3 µM), for inactives: top-dose activity, negative = inhibition, most hits filed as inhibitors; active = well fitted inhibition curve with a large enough effect, not every such curve was filed as active; inconclusive = small, poorly fitted or top-dose-only effect, or another doubt; inactive = no such curve, though single readings can be large or run the other way;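 also: plate controls were no enzyme wells and a reference inhibitor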
RECQ1 helicase = qHTS Assay for Inhibitors of RecQ-Like Dna Helicase 1 (RECQ1); ATP-dependent DNA helicase Q1 (Homo sapiens), P46063; RECQ1 DNA unwinding, red fluorescence kinetic read; Potency, µM (top dose mostly 57.3 µM), inactives show at the highest dose activity, negative = inhibition, hits mostly inhibitors; 240,000 tested, 0.54% active; AID 2549, 2010;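 also: plate controls were vehicle for no effect and no enzyme for full effect; nearly all actives have a fitted effect of over 30% in size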
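RECQ1T1 50 nM; forked duplex (20 bp + 30-nt ss tails) 200 nM, ATP 2 mM final; pH 8.0, 2 mM MgCl2, 2.5 ug/ml poly(dI-dC); 15 min compound preincubation; discontinuous kinetic read over 2 h at RT.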
Lamin A splicing = qHTS Assay for Modulators of Lamin A Splicing. HeLa LMNA splicing GFP/RFP minigene ratio, 48 h. 200,000 tested, 0.01% active. Potency, µM (doses to about 46.1 µM), for inactives: top-dose ratio change, negative = inhibition, actives largely listed as inhibitors. AID 1487, 2009; active = well fitted inhibition curve with a large enough effect in the signal ratio, with a control signal flat, not every such curve was filed as active; inconclusive = small, poorly fitted or top-dose-only effect, or effect the other way, or a change in a side signal; the % refers to the signal ratio; also: % is scaled to controls: 0 for no effect and ±100 for the full control effect
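Read-out is the ratio of GFP to DsRed2 object intensity, acquired by 488 nm laser-scanning cytometry on HeLa lamin A-EGFP minigene reporter cells. Compound incubation 48 hrs at 37 °C in Opti-MEM with 2% FBS; DMSO 0.5% final.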
JMJD2E inh = qHTS Assay for Inhibitors of Human Jumonji Domain Containing 2E (JMJD2E); Lysine-specific demethylase 4E (Homo sapiens), B2RXH2; JMJD2E catalytic domain, FDH-coupled NADH fluorescence (FDH is formaldehyde dehydrogenase); Potency, µM (highest dose often 57.1 µM), without a hit: top-dose activity change, negative = inhibition, most hits filed as inhibitors; 230,000 tested, 1.6% active; AID 2147, 2009; active = well fitted inhibition curve with a large enough effect, not every such curve was filed as active; inconclusive = small, poorly fitted or top-dose-only effect, or another doubt; inactive = no such curve, though single readings can be large or run the other way;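 also: 0% = wells with enzyme and -100% = buffer wells without enzyme; nearly all actives have a fitted effect of over 50% in size; many of its hits are not listed in these tables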
TRb SRC2 PPI = qHTS for Inhibitors of the Interaction of Thyroid Hormone Receptor and Steroid Receptor Coregulator 2; Potency, µM (series often up to 106 µM), inactives show at the top dose activity change, negative = inhibition, usual class: inhibitors; Thyroid hormone receptor beta (Homo sapiens), P10828; AID 1469, 2008; 280,000 tested, 0.065% active; TRbeta-SRC2 peptide binding, fluorescence polarization; receptor liganded with 1 µM T3;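 also: plate controls were bound peptide for no effect and peptide without receptor for full effect; nearly all actives have a fitted effect of over 50% in size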
Target sequence (P10828 whole entry, looked up): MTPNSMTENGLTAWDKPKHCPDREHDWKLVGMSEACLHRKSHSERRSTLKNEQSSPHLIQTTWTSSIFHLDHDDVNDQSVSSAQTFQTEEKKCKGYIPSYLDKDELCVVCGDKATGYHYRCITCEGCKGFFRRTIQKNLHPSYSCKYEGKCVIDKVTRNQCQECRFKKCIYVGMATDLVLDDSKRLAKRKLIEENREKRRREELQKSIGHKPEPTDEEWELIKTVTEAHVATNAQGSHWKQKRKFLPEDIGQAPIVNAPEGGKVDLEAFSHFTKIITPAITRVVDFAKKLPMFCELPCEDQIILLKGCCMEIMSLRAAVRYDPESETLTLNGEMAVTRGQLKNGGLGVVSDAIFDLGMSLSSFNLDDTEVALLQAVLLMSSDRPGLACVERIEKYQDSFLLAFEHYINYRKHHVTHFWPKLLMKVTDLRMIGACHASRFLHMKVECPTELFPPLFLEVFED
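Binding of a 20-amino-acid Texas Red SRC2 peptide (20 nM) to TRb ligand-binding domain (0.6 uM) with agonist T3 at 1 uM was followed by fluorescence polarization after a 5 hr room-temperature incubation.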
Starred values were filed as active, the others as inactive; i = inactive; ? = inconclusive; . = no result given; & = joins results of further samples; [ ] = another dose, or the depositor's remark. Unless noted, calls follow the shape of the dose curve; as a rule, active = well fitted curve in the direction sought with a large enough effect; inconclusive = small, poorly fitted or top-dose-only effect, or another doubt; inactive = no such curve, though single readings can be large; an effect the other way counts as inactive or inconclusive. Potency is read from the fitted curve at half-maximal effect. Some of the compounds tested; count on the stated rates, not on these rows.

canonical_smiles | JMJD2E inh | SMN2 splice enh | TexasRed fluor | ALDH1A1 block | TRb SRC2 PPI | RGS12 GoLoco inh | Lamin A splicing | RECQ1 helicase
COc1ccc(NC(=O)c2cc(S(=O)(=O)NCC3COc4ccccc4O3)ccc2F)cc1 (stereo not drawn) | -3% | -53%[inhibitor] | 5% | ? | -4% | 3% | ? | -8%
CN(Cc1cccs1)c1ncnc2sccc12 | -22% | -69%[inhibitor] | 3% | -6% | -22% | -10% | ? | -1%
O=C(NCCCn1ccnc1)Nc1ccc(Cl)cc1Cl | 2% | 19% | 4% | -7% | 0% | 12% | ? | i
CCN(CC)c1ccc(C(=O)NC(=S)Nc2cc(S(=O)(=O)N3CCOCC3)ccc2-n2cncn2)cc1 | ? | -9% | 0% | -6% | 6% | 6% | -5% | -4%
CCOc1ccc(C(CC(=O)O)NC(=O)CCCOc2ccc(Cl)cc2C)cc1 (stereo not drawn) | -10% | -1% | -2% | 14% | 5% | 3% | -11%[46 µM] | i
c1ccc(Oc2cccc(OCCCCN3CCCC3)c2)cc1 | ? | 12% | 0% | -3% | 5% | -4% | 4% | -7%
O=C(C[n+]1ccc(/C=N/O)cc1)N1CCCCC1 | 5% | . | 0% | . | 5% | 0% | . | -3%
COc1cc(/C=C2\SC(=S)N(CC(=O)Nc3ccc(O)cc3)C2=O)cc(OC)c1OC | 1% | 7% | -1% | 4% | 3% | 21% | -17%[46 µM] | i
O=S(=O)(c1ccc(-c2nnc(SCc3nnc(-c4ccccc4)o3)o2)cc1)N1CCCC1 | -1% | -35%[inhibitor] | -1% | 4% | -15% | 0% | -4% | 9%
Cc1cccc(N2C(=O)/C(=C\c3ccc(OC(F)F)cc3)c3ccccc3C2=O)c1 | ? | -1% | 0% | ? | 4% | 3% | -8% | -11%
COCCNC(=O)c1cc(C(=O)CC(C)C)c[nH]1 | 6% | 2% | -2% | ? | 0% | 1% | . | 18%
Cn1nc(-c2ccc(OCC(=O)NCC3CCCO3)cc2)c2ccccc2c1=O (stereo not drawn) | -19% | -38%[inhibitor] | -2% | ? | 2% | -5% | ? | -4%
COc1ccc(NC(=O)N2CCN(S(C)(=O)=O)CC2)cc1OC | -1% | 2% | -1% | 9% | 1% | 2% | 0% | -2%
Brc1ccc(C2C3=C(Nc4ncnn42)c2ccccc2OC3c2ccncc2)cc1 (stereo not drawn) | -20% | 0% | -1% | 11% | -10% | -2% | ? | 4%
COc1ccc(C(=O)Nn2c(SCC(=O)NCC3CCCO3)nc3ccccc3c2=O)cc1 (stereo not drawn) | ? | -90%[inhibitor] | -3% | ? | -7% | 5% | -9% | 3%
Cc1ccc2oc(=O)c3cc(C(=O)NCc4ccco4)sc3c2c1 | ? | -13% | -4% | ? | 0% | 3% | 2% | -4%
CCCNC(=O)Cn1nc(C(F)(F)F)c2c1CCC2 | 5% | -3% | 0% | 5% | 0% | -4% | 4%[46 µM] | -5%
CC(O)CN(CCC(N)=O)CCC(N)=O (stereo not drawn) | -8% | 5% | 0% | 5% | 6% | -1% | 3% | -2%
COc1ccc(CC2(CO)CCN(Cc3c(C)nn(C(C)C)c3C)CC2)cc1 | 5% | . | -5% | 8% | 2% | 11% | . | -7%
O=C(CSc1nnc(-c2cccs2)n1CC1CCCO1)c1cc2ccccc2o1 (stereo not drawn) | -3% | -3% | -1% | 28µM* | 5% | 151%[activator] | 9% | -14%
O=C(Nc1cccc(Cl)c1N1CCCC1)c1ccc(Br)o1 | -3% | -5% | 1% | 9% | 2% | -2% | -3% | -3%
CC(C)NC(=O)CSc1nc(-c2ccccc2)cs1 | -4% | ? | -10% | -1% | -6% | 10% | . | -9%
CCOc1cc(S(=O)(=O)Nc2ccc(CC)cc2)ccc1Cl | 1% | -28% | -1% | ? | 12% | -2% | ? | -12%
COc1ccc(OC)c(NC(=O)C2CCC(CNc3c(N4CCOCC4)c(=O)c3=O)CC2)c1 (stereo not drawn) | 4% | . | -2% | . | 2% | 1% | . | 21%
CC(C)(C)S(=O)(=O)/C(C#N)=N/Nc1ccc(C#N)cc1 | -1% | -44%[inhibitor] | -3% | -16% | 3% | -5% | . | -12%
CCOc1ccc2nc(NC(=O)Nc3cccs3)sc2c1 | 2% | 2.8µM* | -4% | 2% | 12% | 9% | 4% | i
COc1ccc(CCNC(=O)CSc2ccsc2[N+](=O)[O-])cc1OC | -7% | -3% | -2% | -12% | 0% | 12% | . | -11%
CC(=O)Nc1ccc(C(=S)NCC2(N(C)C)CCCCC2)cc1 | -3% | 15% | 1% | -7% | 1% | 15% | . | i
O=C(NCc1ccco1)c1cnn2c1NC(c1ccccc1)CC2C(F)(F)F (stereo not drawn) | 1% | 0% | -2% | -4% | -14% | 0% | -1% | -20%
COc1ccc(NC(=O)CSc2nnc(Cc3cccn3C)n2CCc2ccccc2)c(OC)c1 | -6% | -3% | -2% | ? | -2% | 6% | -1%[0.0737 µM] | -5%
CCOC(=O)c1ccccc1NC(=O)Cn1c(=O)n(Cc2ccccc2)c(=O)c2c(C)c(C)sc21 | -5% | 2%&-14% | -10%&-10% | -9% | 1%&10% | -1% | 5% | -2%
O=C(c1ccccc1)c1n[nH]c(-c2ccccc2)cc1=O | -10% | -33%[inhibitor] | -2% | ? | -1% | -3% | . | -2%
CCCC(=O)Nc1nnc(Cc2ccccc2)s1 | 3% | 11% | 0% | -16% | -1% | -1% | -3% | -2%
COC(=O)CSc1ccc(C#N)c(SCC(=O)OC)c1 | ? | -15% | -9% | -6% | 2% | 5% | 4% | i
Cc1nn(-c2ccccc2)c(C)c1C(=O)OCC(=O)N1CCN(S(=O)(=O)c2ccccc2)CC1 | 6% | 5% | -2% | -5% | 1% | 1% | 8% | -9%
CCC(C)(C)n1nnnc1C(c1ccc(OC)c(OC)c1)N1CCN(c2cccc(OC)c2)CC1 (stereo not drawn) | -6% | -22% | 2% | 16% | -9% | 8% | 14% | -10%
Clc1ccc(CNc2ccccn2)cc1 | ? | . | 2% | 15% | -1% | 12% | . | i
Cc1ccc(-n2nc(-c3ccco3)cc2C(=O)NCc2cccnc2)cc1 | -24% | -4% | -1% | ? | 5% | 14% | 5% | ?
C=CCOc1cccc(C(=O)NC(c2ccccc2)C(C)C)c1 (stereo not drawn) | 2% | -1% | -1% | ? | -5% | 4% | -10%[46 µM] | i
Cc1ccc(S(=O)(=O)NCCC(c2ccccc2)c2ccco2)cc1 (stereo not drawn) | -8% | . | 2% | 1% | 10% | 2% | ? | -5%
CCCNC(=S)N1CC2(C)CN(C(=O)C(=O)OCC)CC(C)(C1)C2=O | -15% | . | -2% | 10% | 1% | 7% | . | -7%
CCN(CC)CCN1C(=O)C(O)=C(C(=O)c2cc3cccc(OC)c3o2)C1c1ccc(F)cc1 (stereo not drawn) | 0% | . | -1% | -1% | 3% | 16% | . | i
Cc1cc(-c2nn(C)c(=O)c3ccccc23)ccc1CNC(=O)NC1CCCCC1 | 23% | . | 2% | 2% | 1% | 10% | . | i
Cc1ccccc1-n1nc2c(c1NC(=O)c1c(-c3ccccc3Cl)noc1C)CSC2 | 4% | -16% | 4% | 6% | 0% | -16% | 6% | ?
CC1=NOC2(C1)N(C)c1ccccc1C2(C)C (stereo not drawn) | ? | -8% | 2% | -1% | -14% | -28% | 1% | -6%
O=C(NCc1ccccn1)c1ccc(Cn2cc(Br)cn2)o1 | -2% | 10% | 1% | -9% | 0% | -6% | -3% | -8%
Cc1nc(SCC(=O)NCc2ccccc2)c2oc3ccccc3c2n1 | -2% | -19% | -1% | 2% | 1% | 1% | -10% | 1%
Cc1ccc(Cn2nnc3c(=O)n(Cc4ccccc4C)cnc32)cc1 | 0% | 10% | 0% | -1% | -1% | 2% | ? | 0%
CCS(=O)c1scc(-c2ccc(Cl)cc2)c1C#N (stereo not drawn) | 5% | . | 3% | 8% | -3% | 9% | . | -1%
N/C(Cn1cncn1)=N\NC(=O)C(=O)Nc1ccccc1 | 5% | ? | -1% | 12% | 13% | 3% | . | i
CCCCC(=O)N(CCC)CCC | 0% | . | 1% | 0% | -1% | -7% | . | -5%
CCOC(=O)c1[nH]c(CSc2nnc(-c3ccncc3)n2CCOC)c(C(=O)OCC)c1C | -1% | -18% | 1% | 5% | -2% | 19% | 8% | -11%
OC/C=C/c1ccccc1 | . | . | -1% | . | -6% | -35% | 4% | .
COC(=O)C(N)Cc1ccc(O)cc1 (stereo not drawn) | 1% | -6% | 0% | 9% | 8% | 1% | -7% | -10%
COc1ccc(C(CNC(=O)c2ccc(S(=O)(=O)N(C)C)cc2)N2CCCC2)cc1 (stereo not drawn) | -2% | 9% | -6% | 4.5µM* | -1% | -3% | -1%[46 µM] | -22%
N#Cc1cnc2sc3ccccc3n2c1=N | -16% | 17% | -7% | -5% | 4% | -3% | 7% | 1%
Cc1cc(C(C)(C)C)cc(C)c1Cn1c2[n+](c3ccc(C(F)(F)F)cc31)CCCCC2 | -27% | -16% | -4% | -1% | 3% | -1% | ? | -2%

Screening results (PubChem BioAssay)
